BAZ2B block: BAZ2B (human) inhibition | AlphaScreen BAZ2B-H3K14Ac peptide displacement | Potency, µM (titrated, usually from 114 µM), for the others: at the top dose activity change, negative = inhibition, most hits filed as inhibitors | Q9UIF8 | 360,000 compounds, 4.4% hits; also: % is scaled to controls: 0 for no effect and ±100 for the full control effect; nearly all actives have a fitted effect of over 60% in size
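BAZ2B (50 nM) with biotin-H3(5-23)K14Ac peptide (50 nM) in PBS pH 7.4, 0.01% Tween-20, preformed 30 min, then compound 30 min at room temperature; top concentration 110uM. AlphaScreen streptavidin donor/nickel chelate acceptor beads (10 ug/mL final), 20 min dark, signal read.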
Apoferritin bind: binds horse apoferritin like a general anesthetic. 350,000 compounds, 0.074% hits. P02791. Potency, µM (series often up to 77.5 µM), for the others: at the highest dose activity change, negative = displacement, most hits filed as inhibitors. apoferritin/1-aminoanthracene competitive binding, fluorescence; also: % is scaled to controls: 0 for no effect and ±100 for the full control effect; nearly all actives have a fitted effect of over 20% in size
Target sequence (P02791 2-175 limits assumed): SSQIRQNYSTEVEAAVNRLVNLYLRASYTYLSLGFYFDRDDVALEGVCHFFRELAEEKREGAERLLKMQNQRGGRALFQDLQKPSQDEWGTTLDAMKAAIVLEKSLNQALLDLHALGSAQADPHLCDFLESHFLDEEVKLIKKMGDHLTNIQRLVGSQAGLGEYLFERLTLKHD
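Apoferritin-based anesthetic binding model; compound displacement of fluorescent 1-AMA measured as endpoint fluorescence after 10 minutes at room temperature, scaled to free-ligand and complex controls.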
BLM inh: Bloom syndrome helicase (human) inhibition | P54132 | AID 2528 | Potency, µM (top dose mostly 56.1 µM), for the others: at the top dose activity change, negative = inhibition, actives largely listed as inhibitors | 350,000 compounds, 0.2% hits | recombinant BLM DNA unwinding, fluorescence dequenching;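 also: plate controls were vehicle for no effect and no enzyme for full effect; nearly all actives have a fitted effect of over 35% in size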
POLB inh: DNA polymerase beta (human) inhibition; P06746; Pol beta primer extension/strand displacement, fluorescence kinetic; Potency, µM (series often up to 114 µM), inactives show at the highest dose activity change, negative = inhibition, actives largely listed as inhibitors; 340,000 compounds, 1.3% hits; AID 485314; also: % is scaled to controls: 0 for no effect and ±100 for the full control effect
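Pol beta (10 nM) and compounds were preincubated 15 min at room temperature, then 50 nM substrate (final) started primer extension/strand displacement. Reads were taken at 0 and 10 min; concentration-response data were fitted to a four-parameter Hill equation.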
POLI inh: DNA polymerase iota (human) inhibition | Q9UNA4 | Pol iota fluorescent replication assay, 10 min | Potency, µM (doses to about 115 µM), for inactives: at the top dose activity, negative = inhibition, actives largely listed as inhibitors | 390,000 compounds, 1% hits
Target sequence (Q9UNA4 whole entry, looked up): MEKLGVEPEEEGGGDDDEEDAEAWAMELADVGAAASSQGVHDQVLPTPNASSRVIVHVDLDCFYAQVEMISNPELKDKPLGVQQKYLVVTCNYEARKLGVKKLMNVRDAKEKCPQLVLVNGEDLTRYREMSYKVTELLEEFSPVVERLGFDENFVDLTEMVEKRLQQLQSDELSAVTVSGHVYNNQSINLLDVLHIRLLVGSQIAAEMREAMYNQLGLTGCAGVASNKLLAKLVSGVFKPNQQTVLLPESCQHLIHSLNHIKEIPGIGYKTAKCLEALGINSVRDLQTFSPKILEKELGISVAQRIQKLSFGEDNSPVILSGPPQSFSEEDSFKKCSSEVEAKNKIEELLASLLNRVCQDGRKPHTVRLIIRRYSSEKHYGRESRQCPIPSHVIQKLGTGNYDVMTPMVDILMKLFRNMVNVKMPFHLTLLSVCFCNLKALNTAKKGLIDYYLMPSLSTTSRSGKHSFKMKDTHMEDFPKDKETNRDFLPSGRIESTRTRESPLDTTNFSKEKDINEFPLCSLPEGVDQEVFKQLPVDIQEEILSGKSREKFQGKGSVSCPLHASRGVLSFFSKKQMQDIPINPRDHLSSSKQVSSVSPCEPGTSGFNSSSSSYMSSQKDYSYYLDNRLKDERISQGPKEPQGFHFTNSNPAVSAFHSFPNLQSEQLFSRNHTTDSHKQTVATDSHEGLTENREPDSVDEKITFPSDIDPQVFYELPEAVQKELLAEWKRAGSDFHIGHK
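Pol iota at 10 nM preincubated 15 min with compounds at room temperature; reaction started with fluorescent substrate, 50 nM final. Fluorescence read kinetically at 0 and 10 min; buffer-only wells as negative control.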
APE1 inh: blocks human APE1 abasic DNA cleavage; P27695; recombinant APE1, TAMRA/BHQ-2 abasic DNA cleavage fluorescence; Potency, µM (top dose mostly 65.8 µM), without a hit: at the highest dose activity change, negative = inhibition, usual class: inhibitors; 350,000 compounds, 0.35% hits; AID 2517;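 also: plate controls were vehicle for no effect and reference inhibitor for full effect; nearly all actives have a fitted effect of over 55% in size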
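Incision of a quenched TAMRA/BHQ-2 THF abasic-site duplex (50 nM) by 0.75 nM APE1, after 15 min compound preincubation, measured as fluorescence increase over three 60 s reads. Values normalized to buffer, DMSO and NSC13755 control wells.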
Pol eta inh: blocks human DNA polymerase eta activity; Q9Y253; Potency, µM (highest dose often 114 µM), inactives show at the highest dose activity change, negative = inhibition, hits mostly inhibitors; recombinant Pol eta, fluorescent DNA replication assay; 390,000 compounds, 1.2% hits; also: % is scaled to controls: 0 for no effect and ±100 for the full control effect
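Fluorescent replication assay: 50 nM final substrate added after a 15 min room-temperature compound preincubation with 10 nM enzyme. Signal taken at 0 min and again at 10 min.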
G9a inh: blocks human histone lysine methyltransferase G9a | G9a H3K9 monomethylation, AlphaScreen, 2 h | Potency, µM (doses to about 102 µM), without a hit: at the top dose activity, negative = inhibition, hits mostly inhibitors | 350,000 compounds, 8.8% hits | AID 504332; also: % is scaled to controls: 0 for no effect and ±100 for the full control effect; nearly all actives have a fitted effect of over 75% in size
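Quantitative HTS format: methyltransferase activity on a biotin-tagged H3K9 peptide is measured by AlphaScreen, using a rabbit anti-monomethyl-H3K9 antibody with streptavidin donor and anti-IgG acceptor beads. Final levels are 20 nM enzyme, 500 nM peptide, 20 uM SAM; 2 h RT.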
POLK inh: inhibitors of human DNA polymerase kappa | Q9UBT6 | AID 588579 | Potency, µM (series often up to 107 µM), for the others: at the highest dose activity, negative = inhibition, actives largely listed as inhibitors | purified Pol kappa, fluorescent DNA synthesis assay, 10 min | 400,000 compounds, 0.53% hits; also: % is scaled to controls: 0 for no effect and ±100 for the full control effect
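Readout: fluorescence, taken kinetically at 0 and 10 min. Conditions: 10 nM Pol kappa, 15 min RT compound preincubation, 50 nM substrate final. Controls: enzyme-free buffer wells.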
* marks the source's active call; other numbers are inactive results; u = inconclusive; x = not tested or not shown; & = joins results of further samples; [ ] = another dose, or the depositor's remark. Calls follow the shape of the dose curve; as a rule, active = well fitted curve in the direction sought with a large enough effect; inconclusive = small, poorly fitted or top-dose-only effect, or another doubt; inactive = no such curve, though single readings can be large; an effect the other way counts as inactive or inconclusive. Potency is read from the fitted curve at half-maximal effect.

SMILES	BAZ2B block	Apoferritin bind	BLM inh	POLB inh	POLI inh	APE1 inh	Pol eta inh	G9a inh	POLK inh
CC(/C=N/NC(=O)c1cc(-c2ccc(Cl)cc2)nc2ccccc12)=C\c1ccco1	u	-9%	-11%	27%	u	-5%	-2%	-13%[12.7 µM]	-11%
CCN(C(=O)COC(=O)CSc1ccc([N+](=O)[O-])cc1)C1CCS(=O)(=O)C1 (stereo unspecified)	-5%	-10%	1%	7%	u	1%	-2%	18%	-20%
CC(NC(=O)CSc1n[nH]c(-c2ccccc2Cl)n1)c1nc2ccccc2n1C (stereo unspecified)	-5%	50%[activator]	5%	6%	-14%	x	-2%	-47%[59 µM]	-16%[60.1 µM]
Cc1ccc(S(=O)(=O)N[C@@H](C)C(=O)N2CCC(C(=O)N3CCC[C@H]3C(=O)O)CC2)cc1	10%&-2%	4%&-1%	-10%&-6%	u	1%	-6%&-3%	-4%	3%[12.7 µM]	-15%
CC1=C(/C=C/C(C)=C/C=C/C(C)=C/C=C/C=C(C)/C=C/C=C(C)/C=C/C2=C(C)C(=O)CCC2(C)C)C(C)(C)CCC1=O	x	u	3%	x	x	9%	x	-31%[12.7 µM]	-12%[60.1 µM]
CC(C)Nc1nc(NC(N)=S)nc(NC(C)(C)C)n1	-12%	-21%	-5%	2%	41%[activator]	-2%	-7%	8.9µM*	-8%
O=C1CN(Cc2ccccc2)C(=NCc2ccco2)S1	u	-16%	-6%	-1%	-5%	2%	5%	-21%[59 µM]	-6%
O=C(Nc1ccccc1)N(CCCN1CCOCC1)Cc1cc2cc3c(cc2[nH]c1=O)OCCO3	4%	-6%	-4%	15%	15%	-1%	-2%	0%[59 µM]	-2%
COc1ccc(-c2nnc(SCC(=O)N3CCCC3)o2)c(OC)c1	-1%	-9%	-6%	8%	38%[activator]	14%	-16%	22%	0%
CC1CCc2c(nc3sc4c(c3c2N)CCCC4)C1 (stereo unspecified)	-29%	-1%	-2%	-13%	-16%	3%	-15%	7%[59 µM]	-2%
COc1cccc(Cn2c(Oc3cccc(C)c3)nc3c2c(=O)n(C)c(=O)n3C)c1	u	-8%	-6%	2%	6%	0%	-27%	-41%[59 µM]	-1%
Cc1ccc(NC(=O)c2ccc([N+](=O)[O-])cc2Cl)nc1	u	-11%	-12%	-21%	-8%	-2%	-2%	u	-11%
COc1ccccc1OCCOc1ccc(/C=N/n2cnnc2)cc1	-35%	0%	-3%	45µM*	3%	4%	u	-8%[12.7 µM]	-5%
COc1ccc(NC(=O)c2sc3nc(C)c(C(=O)Nc4ccc(Cl)cc4)c(-c4ccc(Br)cc4)c3c2N)cc1	-34%	49%[activator]	-3%	19%	u	x	-1%	-12%[59 µM]	1%
O=C(NOC(=O)c1cc(Br)ccc1Cl)c1cccs1	u	-8%	-3%	16%	-25%[58.9 µM]	-8%	-1%	u	-5%
C=CCNC(=S)/N=c1/ccccn1Cc1ccccc1	-23%	-10%	-10%	22%	-7%	22%	-6%	32µM*	-8%
Cc1c(C(=O)N2CCc3ccccc3C2)sc2nc(-c3ccccc3)cn12	-38%	-6%	-8%	-20%	9%	-1%	-20%	u	0%
COc1ccc(C2=NC3(CCCCCC3)N(CC(=O)Nc3ccc(C)c(C)c3)C2=O)cc1	-22%	-17%	-9%	-17%	32%[activator]	x	x	3%[59 µM]	-2%
O=C(COc1cccc([N+](=O)[O-])c1)N/N=C/c1ccco1	u	-24%	-10%	-18%	28µM*	u	u	u	-31%
COc1cc(C)ccc1S(=O)(=O)N1CCCCCC1	12%	u	-1%	14%	7%	2%	-3%	57%[activator]	1%
COC(=O)c1c(NC(=O)COc2cccc(C(F)(F)F)c2)sc2c1CCCC2	1%	-2%	0%	-2%	8%	x	-15%	8.9µM*	0%
COC(=O)c1sc(C(C)(C)C)cc1CSc1ccccc1	95%[activator]	-9%	-6%	-8%	129%[activator]	-1%	-6%	354%[activator]	-4%
CCOC(=O)C1=C(C)C(c2ccc(OC)cc2)NC(=S)N1 (stereo unspecified)	1%	-12%	-13%	-1%	12%	1%	-3%	-43%[59 µM]	-3%
Cc1ccc(S(=O)(=O)/N=S(\C)CC2CC2(Cl)Cl)cc1 (stereo unspecified)	-5%	u	-1%	4%	39%[activator]	1%	-12%	3%[59 µM]	-6%
Cc1ccc(NC(=O)C2CCN(S(=O)(=O)c3ccc(N4CCCC4=O)cc3)CC2)cc1Cl	-1%	-9%	-2%	-22%	-1%	-18%	2%	6%	-3%

The list continues:
SMILES	BAZ2B block	Apoferritin bind	BLM inh	POLB inh	POLI inh	APE1 inh	Pol eta inh	G9a inh	POLK inh
COc1ccccc1N1CCN(c2nc3ccc(C)cc3n3nnnc23)CC1	-1%	-7%	0%	11%	10%	x	-8%	u	7%
CCCCn1c(N)c(N(C(=O)CSc2nnnn2-c2ccccc2C)C2CCCC2)c(=O)[nH]c1=O	-4%	x	x	x	19%	7%	-11%	-37%	1%
CCOc1ccccc1/C=C/c1onc(C)c1S(=O)(=O)N1CCC(C(=O)N2CCCCC2)CC1	2%	-7%	-6%	-18%	21%	x	-14%	4%[59 µM]	1%[60.1 µM]
O=C(CSc1nc2ccccc2c(=O)n1-c1ccccc1)N1CCCc2ccccc21	2%	0%	-4%	1%[57.1 µM]	115%[activator]	-4%	-7%	-15%	-12%
COc1ccc(F)cc1C(=O)C1CCCN(Cc2cn(C)c3ccccc23)C1 (stereo unspecified)	-20%	u	-3%	-29%	-21%	12%	-11%	-5%	-7%
O=C(O)c1oc2ccccc2c1-n1cccc1	4%	2%	-5%	-5%	9%	-2%	11%	u	-8%
COc1ccc(C)cc1S(=O)(=O)NNc1nc(C)cc(C)n1	x	x	x	x	u	31%	-1%	x	-32%
Nc1nc(SCc2ccccc2Cl)nc2nc3c(cc12)CCCC3	-6%	-13%	-1%	u	-19%[58.9 µM]	-3%	-11%	10%	-16%
COC(=O)C1c2ccccc2-c2ccccc21	-24%	-5%	-6%	22%	14%	5%	-11%	u	-13%
Cc1nn(-c2ccccc2)c2[nH]c(C(F)(F)F)cc(=O)c12	15%	0%	-1%	-8%	19%	-1%	-3%	-6%[12.7 µM]	-17%
O=C(COC(=O)Cc1c[nH]c2ccccc12)NC1CCCCC1	-5%	-20%	-2%	-3%	20%	-2%	-17%	7%	-1%
CCN(CC)C(=O)Cn1cc(C(=O)C(=O)NCCCn2ccnc2)c2ccccc21	0%	-7%	-7%	-9%	-19%	-2%	-3%	-28%	-5%
Cc1nc2cc(Cl)ccc2n1-c1ccccc1	u	-12%	4%	5%	19%	3%	7%	4%[59 µM]	-2%
Clc1ncn(CCOc2ccccc2)c1Cl	-28%	u	-3%	22%	58%[activator]	0%	-7%	u	-20%
COC(=O)c1cc(OC)c(OC)cc1NC(=S)N1CCN(Cc2ccccc2)CC1	u	3%	-1%	-1%	3%	-4%	-10%	-3%[59 µM]	-2%
CN1CCN(C(=O)c2cnn(-c3ccccc3)c2C2CCN(C(=O)OC(C)(C)C)CC2)CC1	18%[57.1 µM]	-1%	0%	5%	13%	x	-9%	-6%[59 µM]	-12%
CCOc1ccc2[nH]c3c(NCC(C)C)ncnc3c2c1	-16%	2%	-6%	-19%	14%	2%	-11%	4%	5%
COc1ccc(NC(=S)NC(=O)c2cc3ccccc3o2)c(OC)c1	-4%	-8%	-2%	11%	27%	3%	-25%	10µM*	-4%
Cc1ccc(Cn2ccsc2=NC(=O)COC(=O)c2ccc(O)cc2O)cc1	-19%	-6%	-4%	-7%	-1%	11%	-8%	5%	-18%
O=C(O)c1cccc2c1C(=O)c1cc(Br)ccc1S2(=O)=O	1%	x	x	x	16%	-5%	-21%	13%[0.501 µM]	0%
FC(F)(F)c1nnc2ccc(N3CCCCCC3)nn12	7%	u	-2%	16%	23%	2%	-20%	27%	0%
CCOC(=O)C1CCCN(c2c(N3CCN(c4ccccn4)CC3)c(=O)c2=O)C1 (stereo unspecified)	5%	5%	-1%	9%	27%	-6%	-16%	u	12%
Oc1ccccc1CN1CCCN(Cc2ccccc2O)C1	-1%	-23%	-3%	11%	17%	5%	-9%	0%[59 µM]	-18%
COc1ccc(CCN(C(=O)C(F)(F)F)C(C(=O)NC2CCCCC2)c2cccs2)cc1 (stereo unspecified)	8%	2%	-1%	3%	19%	3%	-19%	20%[59 µM]	-8%
CC(=O)Nc1ccc(-n2cc3c(c2-c2ccc(C)cc2)c(=O)n(C)c(=O)n3C)cc1	u	-21%	-9%	5%	-3%	x	1%	u	-22%
CCN1CCN(C(=O)Cn2c(-c3cccs3)cc3cc(Cl)ccc32)CC1	-3%	6%	0%	20%	3%	x	-12%	-27%[59 µM]	-8%
O=C(Cc1ccc(Cl)cc1)NCCCNC(=O)c1cccnc1	-6%	-4%	-7%	59%	17%	-10%	-7%	-23%	3%
CC(C)c1ccc(C(=O)CC2(O)C(=O)N(CCc3ccccc3)c3ccc(Cl)cc32)cc1 (stereo unspecified)	-3%	-19%	-20%	-30%	-9%	x	u	u	-21%
COc1ccc(N2CCN(CCNS(=O)(=O)c3ccc(C)cc3)CC2)cc1	-16%	-5%	0%	10%	-8%	15%	5%	50µM*	-17%

Rewritten comma-delimited: part of the list above
structure,BAZ2B block,Apoferritin bind,BLM inh,POLB inh,POLI inh,APE1 inh,Pol eta inh,G9a inh,POLK inh
COc1ccc(CCN(C(=O)C(F)(F)F)C(C(=O)NC2CCCCC2)c2cccs2)cc1 (stereo unspecified),8%,2%,-1%,3%,19%,3%,-19%,20%[59 µM],-8%
CCN1CCN(C(=O)Cn2c(-c3cccs3)cc3cc(Cl)ccc32)CC1,-3%,6%,0%,20%,3%,x,-12%,-27%[59 µM],-8%

Ordered by value in Pol eta inh (low to high): 4 from the list above.
SMILES	Pol eta inh
CC1CCc2c(nc3sc4c(c3c2N)CCCC4)C1 (stereo unspecified)	-15%
COC(=O)c1cc(OC)c(OC)cc1NC(=S)N1CCN(Cc2ccccc2)CC1	-10%
Cc1ccc(S(=O)(=O)N[C@@H](C)C(=O)N2CCC(C(=O)N3CCC[C@H]3C(=O)O)CC2)cc1	-4%
CC(/C=N/NC(=O)c1cc(-c2ccc(Cl)cc2)nc2ccccc12)=C\c1ccco1	-2%

These rows are one share of the data, so the mix of outcomes need not match the whole.
